MLL CXXC-DNA inh: inhibitors of human MLL CXXC domain-DNA interaction; Q03164; MLL-CXXC / FITC-HOXA9 DNA fluorescence polarization; Potency, µM (highest dose often 115 µM), for inactives: top-dose activity change, negative = inhibition, actives largely listed as inhibitors; 0.037% of 290,000 active; AID 2662; active = well fitted inhibition curve with a large enough effect in the polarisation, with a control signal flat, not every such curve was filed as active; inconclusive = small, poorly fitted or top-dose-only effect, or effect the other way, or a change in a side signal; inactive = no such curve, though single readings can be large or run the other way; the % refers to the polarisation
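Purified MLL-CXXC (added from a 7 uM solution) was preincubated 5 min at ambient with pinned compounds in 50 mM Tris-HCl pH 7.5, 50 mM NaCl, 1 mM DTT, 0.05% BSA. Fluorescein-labeled HOX-A9 DNA (50 nM solution) followed, 30 min, then polarization read.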
BRCA1 expr act: activators of BRCA1 expression | MCF7-BRCA1-FFLuc reporter, luminescence, 48 h; response scale: scaled: vehicle 0%, 10 µM genistein 100% | Potency, µM (top dose mostly 46.1 µM), inactives show at the highest dose activation, most hits filed as activators | 1.1% of 380,000 active | AID 624202; also: nearly all actives have a fitted effect of over 80% in size; some results filed as inactive show a strong effect at the top dose
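Activators of BRCA1 expression were detected as increased firefly luciferase luminescence in engineered MCF7 cells after 48 h compound incubation. Signals were scaled to genistein 10 microM as full activation.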
NPC1 promoter act: NPC1 promoter activation; Huh7 NPC1 promoter luciferase reporter, 24 h; Potency, µM (highest dose often 9.22 µM), inactives show at the top dose activation, actives largely listed as activators; 2.4% of 320,000 active; AID 485313;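 also: % of control where 0% means no effect; nearly all actives have a fitted effect of over 60% in size; reporter is driven by a mutant NPC1 promoter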
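Luminescence from an NPC1 promoter-driven luciferase reporter in stably transfected Huh7 cells was measured after 24 h compound treatment at 37 °C, followed by 10 min ambient incubation with luciferase detection reagent.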
MBNL1-CUG inh: MBNL1-poly(CUG) RNA binding inhibition | 0.036% of 280,000 active | Potency, µM (titrated, usually from 57.5 µM), for inactives: at the top dose activity change, negative = inhibition, hits mostly inhibitors | TR-FRET MBNL1-His/biotin-(CUG)12 binding, 665/545 ratio | AID 2675; active = well fitted inhibition curve with a large enough effect in the signal ratio, with a control signal flat, not every such curve was filed as active; inconclusive = small, poorly fitted or top-dose-only effect, or effect the other way, or a change in a side signal; inactive = no such curve, though single readings can be large or run the other way; the % refers to the signal ratio; also: % is scaled to controls: 0 for no effect and ±100 for the full control effect
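Compounds (final 92 nM to 58 uM) are added to His-tagged MBNL1 and biotin-(CUG)12, then terbium anti-His antibody and streptavidin-XL665 (5 nM final). After 60 min at room temperature, the 665/545 nm ratio is read.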
VP16 counter: inhibits Gal4-VP16 luciferase reporter, ROR gamma counter-screen. Potency, µM (titrated, usually from 53.6 µM), inactives show at the highest dose activity, negative = inhibition, usual class: inhibitors. 3.5% of 310,000 active. Drosophila S2 Gal4-VP16 UAS-luciferase, luminescence, 20 h;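 also: Gal4-VP16 expression switched on by copper sulfate through the metallothionein promoter; % is scaled to controls: 0 for no effect and ±100 for the full control effect; nearly all actives have a fitted effect of over 50% in size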
ELG1 genotox: inducers of genotoxicity in HEK293T ELG1-luciferase cells; Potency, µM (highest dose often 46 µM), for the others: at the top dose activity change, positive = activation, most hits filed as activators; 1.3% of 330,000 active; HEK293T ELG1-luciferase reporter, luminescence, 16 h; also: % of control where 0% means no effect; nearly all actives have a fitted effect of over 60% in size
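Cells (2,000/well) expressing the ELG1-luciferase fusion are dosed by pin tool and kept 16 hr at 37 °C, 5% CO2. Signal comes from ONE-Glo luciferase reagent after 30 min at room temperature.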
uPA generation: blocks generation of uPA at the cell surface. cell surface uPA generation assay, qHTS. 0.31% of 330,000 active. Potency, µM (series often up to 38.3 µM), for the others: top-dose activity change, negative = inhibition, usual class: inhibitors; active = well fitted inhibition curve with a large enough effect; inconclusive = small, poorly fitted or top-dose-only effect; inactive = no such curve, though single readings can be large or run the other way; tested in mouse RAW 264.7 cells; also: % is scaled to controls: 0 for no effect and ±100 for the full control effect; nearly all actives have a fitted effect of over 55% in size
Rab9 promoter act: Rab9 promoter activation; Huh7 Rab9 promoter-luciferase reporter, luminescence, 24 h; Potency, µM (highest dose often 9.22 µM), for inactives: at the top dose activation, negative = inhibition, usual class: activators; 2.8% of 320,000 active; AID 485297; also: % of control where 0% means no effect; nearly all actives have a fitted effect of over 60% in size
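Cell-based reporter: Huh7 stable for Rab9 promoter-driven luciferase, plated in reduced-serum medium with 10% FBS at 1500 cells/well, compound-treated 24 h at 37 °C, luminescence read after 10 min reagent.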
FLuc modulator: inhibits or activates purified firefly luciferase, miR-21 counter-screen; Potency, µM (top dose mostly 57.5 µM), for inactives: at the highest dose activity change, negative = inhibition, actives largely listed as inhibitors; 6.9% of 360,000 active; purified FLuc, Km substrates, luminescence inhibition;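 also: plate controls were vehicle for no effect and reference inhibitor for full effect; nearly all actives have a fitted effect of over 55% in size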
Target sequence (P08659 whole entry, looked up): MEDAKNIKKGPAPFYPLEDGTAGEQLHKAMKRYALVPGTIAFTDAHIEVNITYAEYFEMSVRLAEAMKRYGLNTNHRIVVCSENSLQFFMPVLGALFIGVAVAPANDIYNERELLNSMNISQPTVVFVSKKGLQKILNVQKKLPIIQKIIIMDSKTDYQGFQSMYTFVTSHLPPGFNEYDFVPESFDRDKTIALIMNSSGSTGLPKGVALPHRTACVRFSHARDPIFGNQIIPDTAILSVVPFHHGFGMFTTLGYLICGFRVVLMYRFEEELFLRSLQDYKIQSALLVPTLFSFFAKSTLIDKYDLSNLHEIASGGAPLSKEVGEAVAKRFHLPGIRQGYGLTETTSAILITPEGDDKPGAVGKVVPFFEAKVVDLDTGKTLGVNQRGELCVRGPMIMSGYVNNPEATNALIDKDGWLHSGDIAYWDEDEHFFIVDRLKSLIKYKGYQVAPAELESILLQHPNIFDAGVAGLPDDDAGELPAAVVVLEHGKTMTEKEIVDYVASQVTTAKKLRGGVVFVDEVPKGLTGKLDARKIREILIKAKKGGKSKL
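Purified P. pyralis luciferase, 10 nM final, with Km-level 10 uM D-luciferin and 10 uM ATP in 50 mM Tris acetate pH 7.5, 10 mM Mg acetate, 0.01% Tween-20, 0.05% BSA; 6-point qHTS titration about 60 µM downward; luminescence read.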
p53 reactivation: mutant p53 re-activation in reporter cells | 0.063% of 320,000 active | H1299 p53-A138V BP100-luciferase reporter, luminescence, 24 h | Potency, µM (top dose mostly 92.2 µM), for inactives: at the highest dose activity change, positive = activation, most hits filed as activators; also: % of control where 0% means no effect; nearly all actives have a fitted effect of over 45% in size
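p53-null H1299 cells stably carrying temperature-sensitive p53-A138V and a BP100-luciferase reporter were pinned with compounds (4-point, 1:5 series) and held 24 hrs at 37 deg C. Luminescence was read 10 min after detection reagent.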
RORg inh: inhibitors of mouse ROR gamma transcriptional activity; P51450; Drosophila S2 Gal4-RORgamma UAS-luciferase reporter, 20 h; Potency, µM (doses to about 53.6 µM), for the others: at the highest dose activity change, negative = inhibition, most hits filed as inhibitors; 5.4% of 310,000 active; AID 2551; also: % is scaled to controls: 0 for no effect and ±100 for the full control effect; nearly all actives have a fitted effect of over 60% in size
Target sequence (P51450 whole entry, looked up, the tested form may be a part): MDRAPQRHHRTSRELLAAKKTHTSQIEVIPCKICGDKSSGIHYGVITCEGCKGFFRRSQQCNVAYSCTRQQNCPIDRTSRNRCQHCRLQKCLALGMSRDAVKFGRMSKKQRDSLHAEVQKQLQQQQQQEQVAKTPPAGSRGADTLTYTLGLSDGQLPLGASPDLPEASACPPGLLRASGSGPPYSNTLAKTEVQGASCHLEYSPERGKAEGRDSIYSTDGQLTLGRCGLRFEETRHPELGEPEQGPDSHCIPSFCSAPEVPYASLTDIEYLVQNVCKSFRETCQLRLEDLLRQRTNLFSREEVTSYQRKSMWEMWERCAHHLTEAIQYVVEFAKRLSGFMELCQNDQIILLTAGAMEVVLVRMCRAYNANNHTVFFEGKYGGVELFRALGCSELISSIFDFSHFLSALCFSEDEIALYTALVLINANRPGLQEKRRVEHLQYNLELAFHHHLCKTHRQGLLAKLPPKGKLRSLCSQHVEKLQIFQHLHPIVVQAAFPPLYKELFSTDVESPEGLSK
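Drosophila Schneider cells stably carrying a metallothionein-driven Gal4 DBD–ROR gamma fusion and a UAS-Photinus luciferase reporter were exposed to compound for 1 hr, then induced with copper sulfate (700 uM final) for 20 hr at ambient temperature before luminescence reading.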
* hit, by the source's call; ? = inconclusive; . = no result given; [ ] = remark or other dose. Unless noted, calls follow the shape of the dose curve; as a rule, active = well fitted curve in the direction sought with a large enough effect; inconclusive = small, poorly fitted or top-dose-only effect, or another doubt; inactive = no such curve, though single readings can be large; an effect the other way counts as inactive or inconclusive. Potency is read from the fitted curve at half-maximal effect. These rows are one share of the data; the hit share may differ from the screen's.

Compound	MLL CXXC-DNA inh	BRCA1 expr act	NPC1 promoter act	MBNL1-CUG inh	VP16 counter	ELG1 genotox	uPA generation	Rab9 promoter act	FLuc modulator	p53 reactivation	RORg inh
O=C(Nc1ccc(C(F)(F)F)cc1)c1cccnc1N1CCOCC1	4%	-59%	-4%	1%	1%	0%	.	0%	-2%	0%	2%
Cc1ccc(S(=O)(=O)N(C)C)cc1NC(=O)c1cccs1	1%	3%	-5%	-12%	14%	1%	4%	0%	3%	-6%	-1%
COc1ccc(S(=O)(=O)N/N=C(/C)c2ccncc2)c(OC)c1	-1%	8%	-2%	-4%	-1%	4%	-3%	-3%	3%	-5%	-16%
O=C(N/N=C/c1ccc(-c2cccc([N+](=O)[O-])c2)o1)c1ccccc1O	13%	-4%	2%	6%	2.2µM*	-13%	0%	?	11µM*	3%	3.2µM*
COc1ccc(OC)c(S(=O)(=O)N2CCCC2C(=O)N2CCc3ccccc3C2)c1 (configuration not stated)	1%	34%	-2%	-4%	8%	-20%	1%	-1%	0%	-4%	-23%
O=S(=O)(Nc1ccccc1N1CCCCC1)c1ccccc1	-2%	3%	1%	-9%	?	-11%	-1%	-1%	4%	2%	?
CCOC(=O)c1ccc(NC(=O)Nc2c(C)n(C)n(-c3ccccc3)c2=O)cc1	12%	-4%	-5%	2%	1%	0%	15%	2%	5%	8%	-24%
Cc1cc(C)c(C#N)c(SCC(=O)NC(C)(C)C)n1	-2%	0%	0%	0%	-1%	5%	-1%	-18%	3%	-4%	5%
O=C1C2C3C=CC(C4CC34)C2C(=O)N1CCc1ccccc1 (configuration not stated)	11%	?	26%	8%	-3%	8%	5%	24%	?	24%	14%
Cc1onc(C(=O)N2CCN(c3ccccc3)CC2)c1[N+](=O)[O-]	23%	-7%	-1%	9%	6%	-3%	-8%	-5%	2%	5%	3%
CCN(CC)S(=O)(=O)c1ccc(Cl)c(C(=O)NCc2ccccc2Cl)c1	7%	-15%	3%	-12%	-6%	1%	3%	-8%	-14%	?	41%
CCCCn1c(N)c(N(CC(C)C)C(=O)C2CC(=O)N(CCc3ccccc3)C2)c(=O)[nH]c1=O (configuration not stated)	13%	-10%	-1%	2%	6%	2%	7%	12%	4%	1%	-23%
CC(C)Oc1ccc(C(=O)OCC(=O)N2CCCc3ccccc32)cc1	.	1%	11%	.	.	-1%	2%	3%	-23%	-2%	.
CCOc1ccc(N2C(=O)C3ON(c4ccccc4)C(c4ccco4)C3C2=O)cc1 (configuration not stated)	-1%	-10%	-2%	-6%	-11%	1%	.	-11%	?	-2%	18%
COc1ccc(C(=O)COC(=O)c2ccn(C)n2)cc1	-5%	?	3.5µM*	0%	25%	?	-2%	?	17µM*	?	-4%
Cn1c(=O)c2c(nc(/C=C/c3cccc(Cl)c3)n2C)n(C)c1=O	4%	0%	-1%[46.1 µM]	.	.	.	4%	3%[46.1 µM]	.	.	.
CCOc1ccc(OCC)c(NC(=O)C2CCN(c3ncccn3)CC2)c1	-3%	0%	-3%	5%	1%	1%	3%	2%	6%	-1%	-12%
CCOC(=O)COc1ccc2c3c(c(=O)oc2c1)CCCC3	-4%	-2%	0%	1%	.	2%	1%	17%	?	.	.
COc1cc2[nH]c(C(=O)NCc3ccccc3)cc2c(OC)c1OC	11%	-49%	-2%	3%	-2%	14%	-1%	-5%	3%	-3%	-11%
Cc1ccc(NC(=S)N(CCN2CCOCC2)Cc2ccccc2F)cc1	0%	-5%	-2%	.	-8%	-2%	2%	0%	1%	-5%	?
Cc1cc(C)c2oc(C(=O)NCc3ccccc3)cc(=O)c2c1	8%	40%	4%	0%	1%	3%	4%	0%	-1%	1%	-7%
O=C(COc1ccc2c3c(c(=O)oc2c1)CCC3)NCC(O)c1ccccc1 (configuration not stated)	1%	19%	-4%	0%	1%	1%[9.26 µM]	5%	3%	-2%	4%	-34%
Cc1cc(C)cc(CC2CC(=O)N(c3ccc([N+](=O)[O-])cc3)C2=O)c1 (configuration not stated)	10%	18%	-5%	16%	3%	1%	1%	-2%	4%	10%	18%
CCCCn1c(SCC(=O)Nc2cc(C)on2)nnc1-c1cccnc1	-2%	2%	-1%	1%	.	-4%	.	-7%	0%	-14%	37%[0.365 µM]
Cc1ccccc1NC(=O)c1c(C)nn(-c2ccccc2)c1Cl	1%	?	6%	-15%	-15%	-2%	7%	3%	?	?	32%
CCC(C)Nc1nnnc2c1sc1nc3c(cc12)COC(C)(C)C3 (configuration not stated)	-1%	?	4%	3%	0%	-5%	-6%	1%	-7%	-1%	3%
O=C(CN1C(=O)NC2(CCCC2)C1=O)Nc1cccc(Cl)c1Cl	1%	-12%	-3%	-4%	5%	-1%	1%	-2%	3%	-3%	8%
CCn1c(CNc2ccc(F)cc2)nnc1SCC(=O)N1CCCc2ccccc21	-10%	-27%	11%	-4%	-8%	-6%	-4%	15%	0%	-1%	?
O=C(NN1C(=O)c2ccccc2C1=O)C1CC2CCC1C2 (configuration not stated)	5%	0%	-4%	.	2%	6%	-1%	-7%	1%	15%	-9%
O=S(=O)(NCCCN1CCOCC1)c1ccc(Cl)s1	38%[activator]	7%	1%	-12%	-1%	-3%	-1%	-4%	-2%	-3%	29%
CCOC(=O)N1CCN(CC(=O)Nc2ccc(F)c(F)c2F)CC1	-7%	-3%	-2%	1%	-15%	-1%	.	-10%	-1%	-3%	11%
O=C(c1sccc1Br)N1CCN(Cc2ccc3c(c2)OCO3)CC1	7%	-6%	-6%	.	-7%	-12%	2%	-1%	5%	1%	7%
COc1ccc(-c2nc(-c3ccccc3OC)no2)cc1OC	24%	10µM*	3.5µM*	-8%	-6%	11%	.	?	15µM*	?	30%
CSCCC(Nc1ccc(S(=O)(=O)N2CCOCC2)cc1[N+](=O)[O-])C(=O)OCC(=O)NCC(C)C (configuration not stated)	-9%	17%	1%	.	-8%	-1%	3%	-6%	0%	2%	12%
CC(=O)N=c1c(C#N)cc2c(=O)n3ccccc3nc2n1Cc1ccccc1	?	-14%	2%	22%	5%	4%	1%	3%	-1%	-14%	-10%
COc1ccc(NC(=O)Cc2coc3cc(C)ccc23)cc1S(=O)(=O)N1CCOCC1	11%	19%	13%	-8%	0%	2%	6%	20%	15µM*	-12%	?
COc1ccc(-c2cn[nH]c2-c2ccc(OCc3ccc(F)cc3)cc2O)cc1OC	4%	-87%	-4%	-17%	3.5µM*	4%	2%	-7%	-6%	-11%	1.6µM*
CCNc1nc(NCC)nc(N(n2cnnc2)S(=O)(=O)c2ccc(C)cc2)n1	3%	-8%	-4%	.	5%	-3%	-1%	1%	0%	1%	3%[10 µM]
Cc1cc(/C=C(\C#N)C(=O)NCc2ccco2)c(C)[nH]1	5%	49%	2%	?	-15%	12%	4%	21%	?	20%	-1%
Cc1cccc(NC(=O)c2oc(=O)c3ccccc3c2-c2ccccc2)c1C	6%	-31%	1%	-16%	-12%	-3%	-4%	0%	6%	-10%	40%
CN1C(=O)/C(=C/c2ccc(OCc3ccc(C(=O)O)cc3)c(Cl)c2)NC1=S	-22%	30%	-1%	25%	4%	-4%	-4%	-4%	-6%	.	8%
COc1ccc(/C=N/S(=O)(=O)c2ccc(C)cc2)cc1	1%	-5%	0%	-10%	2%	-10%	-17%	-6%	8%	-4%	6%
COc1cc(/C=N/n2cnnc2-n2nc(C)cc2C)cc([N+](=O)[O-])c1O	-3%	-1%	-5%	?	-3%	0%	7%	-2%	2%	3%	-2%
CC(CC(=O)Nc1ccccc1)n1ccnc1 (configuration not stated)	-1%	-10%	-3%	0%	3%	0%	10%	6%	-1%	25%	-19%
Cc1cccc2nc(CSc3nc4cc([N+](=O)[O-])ccc4s3)cn12	-19%	17%	-4%	.	?	-1%	-8%	1%	2%	4%	20µM*
COc1ccc([N+](=O)[O-])cc1NC(=O)c1ccc(C)o1	3%	-64%	-6%	?	19%	1%	4%	-4%	-1%	9%	-17%

High-throughput results (PubChem BioAssay)
